Bioassay records (PubChem)
ASAP1 GAP inh: ASAP1 ArfGAP inhibition | Q9ULH1 | ASAP1-stimulated ARF1 GTP hydrolysis, GDP FP detection | inhibition, % at 16.5 µM | 360,000 tested, 0.19% active; in the data active means inhibition above about 25%;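 further: 0% = vehicle with enzyme and substrate and 100% = no enzyme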
Target sequence (Q9ULH1 325-724 limits assumed): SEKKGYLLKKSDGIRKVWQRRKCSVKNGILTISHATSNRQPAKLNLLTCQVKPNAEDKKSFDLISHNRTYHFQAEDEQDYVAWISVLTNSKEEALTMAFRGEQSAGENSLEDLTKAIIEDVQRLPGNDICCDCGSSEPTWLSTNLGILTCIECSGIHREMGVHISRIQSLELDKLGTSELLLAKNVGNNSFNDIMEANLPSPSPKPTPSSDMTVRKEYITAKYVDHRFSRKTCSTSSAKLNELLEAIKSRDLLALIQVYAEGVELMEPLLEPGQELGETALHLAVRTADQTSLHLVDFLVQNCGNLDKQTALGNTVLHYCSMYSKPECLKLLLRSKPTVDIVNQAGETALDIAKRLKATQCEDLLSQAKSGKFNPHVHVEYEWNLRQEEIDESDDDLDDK
proKLK7 act: activators of human kallikrein-7 zymogen. purified proKLK7, EDANS-DABCYL substrate fluorescence; 100% is mature enzyme control, 0% vehicle. activation, % at 7 µM. 370,000 tested, 0.9% active;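 active means activation above the mean of all tested compounds plus 3 SD, computed per campaign excluding outliers beyond control limits, cut at about 13% in these data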
TDP2 inh: TDP2 (human) inhibition, absorbance primary screen | O95551 | recombinant TDP2, T5PNP hydrolysis, p-nitrophenol absorbance 415 nm | inhibition, % at 12.8 µM | 370,000 tested, 0.34% active;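 active means inhibition above the mean of all tested compounds plus 3 SD, set per campaign, cut at about 25% in these data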;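 further: 0% = DMSO with enzyme and 100% = buffer with substrate but no TDP2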
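Assay system: recombinant human TDP2 / Reagent: T5PNP substrate at 5 mM, a TopII-DNA adduct mimic / Measured by: epi absorbance from released p-nitrophenol / Evaluation: % inhibition relative to enzyme-containing and enzyme-free wells / Control set: enzyme-free and DMSO wells / Replicates: each compound tested once, singlicate / Schedule: enzyme reaction with compound for 2 h at 37 °C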
LEDGF integ inh: blocks HIV-1 LEDGF/p75-dependent DNA integration; TR-FRET IN-LEDGF/p75 DNA integration, Eu/Cy5; 370,000 tested, 0.64% active; AID 743269; inhibition, % at 3.7 µM;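 active means inhibition above the screen-wide mean plus 3 SD, cut at about 13% in these data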;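 further: signal is the Cy5 over europium emission ratio at 671 and 618 nm; 0% = plate median of compound wells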
ARFGAP1 inh: rat ARFGAP1 inhibition. Q62848. Arfgap1-stimulated ARF1 GTP hydrolysis, GDP FP detection. inhibition, % at 16.5 µM. 360,000 tested, 0.26% active. AID 651572;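 active means inhibition above a per-plate limit, mean inhibition of low control wells plus 3 SD, cut at about 25% in these data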;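 further: 0% = DMSO wells with enzyme and 100% = wells lacking Arfgap1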
Target sequence (Q62848 1-136 limits assumed): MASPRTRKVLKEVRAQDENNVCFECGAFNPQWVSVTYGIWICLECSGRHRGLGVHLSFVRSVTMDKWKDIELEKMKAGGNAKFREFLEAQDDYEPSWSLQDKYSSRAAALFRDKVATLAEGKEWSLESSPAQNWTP
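Replicates: Single well per compound | Assay system: Truncated rat Arfgap1 GAP domain | Control set: No-Arfgap1 wells (100%) versus DMSO full-reaction wells (0%) | Times: Enzyme reaction 120 min at 25 °C after 20 min preincubation | Reagent: Human ARF1(Δ1-17)-GTP substrate | Measured by: Tracer-displacement fluorescence polarization with EDTA stop, 620/688 nm | Measure: Percent inhibition of Arfgap1-stimulated GTP hydrolysis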
PLC-gamma1 inh: blocks human PLC-gamma1 enzyme activity | 370,000 tested, 0.84% active | AID 720700 | P19174 | inhibition, % at 12.2 µM | purified PLC-gamma1, fluorogenic substrate, fluorescence; in the data active means inhibition above about 9.5%
ADAM17 inh: ADAM17 inhibition, QFRET primary screen. P78536. recombinant ADAM17, EDANS/DABCYL FRET peptide cleavage. inhibition, % at 6.95 µM. 370,000 tested, 0.83% active;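 active means inhibition above the mean of compounds lying between control limits plus 3 SD, set per campaign, cut at about 8.5% in these data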;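 further: 0% = DMSO-only wells as the low control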
ADAM10 inh: ADAM10 inhibition, QFRET primary screen; recombinant ADAM10, EDANS/DABCYL FRET peptide cleavage, 3 h; inhibition, % at 7 µM; 370,000 tested, 0.62% active; AID 720582;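 active means inhibition above a per-campaign cutoff equal to the mean of compounds falling between control-based bounds plus 3 SD, cut at about 20% in these data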;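 further: 0% = DMSO wells while the 100% control is not disclosed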
Target sequence (O14672 214-748 limits assumed): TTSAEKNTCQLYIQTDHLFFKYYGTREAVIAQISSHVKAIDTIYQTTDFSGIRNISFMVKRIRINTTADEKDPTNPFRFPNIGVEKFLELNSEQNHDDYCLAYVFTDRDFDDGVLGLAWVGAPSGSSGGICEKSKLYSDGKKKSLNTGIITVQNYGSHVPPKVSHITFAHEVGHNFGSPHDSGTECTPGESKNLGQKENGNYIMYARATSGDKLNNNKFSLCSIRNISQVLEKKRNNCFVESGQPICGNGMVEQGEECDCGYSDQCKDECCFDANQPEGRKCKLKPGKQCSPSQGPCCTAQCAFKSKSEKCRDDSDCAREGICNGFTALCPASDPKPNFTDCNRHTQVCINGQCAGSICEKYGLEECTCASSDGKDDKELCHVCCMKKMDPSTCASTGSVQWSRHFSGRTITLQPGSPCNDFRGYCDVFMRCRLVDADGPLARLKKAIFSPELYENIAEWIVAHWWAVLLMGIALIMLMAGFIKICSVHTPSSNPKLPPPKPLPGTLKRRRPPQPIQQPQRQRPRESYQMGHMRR
DDE Tn7 FP inh: disrupts Tn7 cyclic peptide binding to fibrin D-Dimer-E complex; P02675; AID 720508; inhibition, % at 8.3 µM; FP displacement of FITC-Tn7 peptide from fibrin DD(E); 0% = median of compound wells per plate; 370,000 tested, 0.13% active;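 active means inhibition above the mean of compounds falling within the control limits plus 3 SD of them, cut at about 14% in these data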;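 further: 0% = plate median of compound wells and 100% = 10 µM Aha-Tn7 peptide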
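Assay system: human fibrin DD(E) protein / Input: 2 µM fibrin DD(E) / Benchmarks: high control of 10 µM Aha-Tn7 peptide / Measured by: fluorescence polarization of the labelled Tn7 tracer / Medium: Tris buffer with calcium and detergent, pH 7.8 / Timing: 10 min compound pre-incubation, 3 h probe incubation at room temperature / Repeats: one replicate per compound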
Tn6 DDE FP: inhibitors of Tn6 peptide binding to human fibrin DD(E). P02675. Fibrin DD(E) TRITC-Tn6 fluorescence polarization displacement. inhibition, % at 8.3 µM. 370,000 tested, 0.21% active. AID 720509;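 active means inhibition above a per-campaign cutoff: mean of compounds within control limits plus 3 SD, cut at about 15% in these data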;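 further: 0% = median of all compound wells on the plate and 100% = blocking peptide control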
* marks the source's active call; other numbers are inactive results; i = inactive; . = no result given.

ARFGAP1 inh,LEDGF integ inh,ASAP1 GAP inh,PLC-gamma1 inh,smiles,ADAM17 inh,ADAM10 inh,proKLK7 act,Tn6 DDE FP,DDE Tn7 FP inh,TDP2 inh
-8.0,2.6,5.2,-0.3,N#Cc1cccc(N=Cc2c(O)ccc3ccccc23)c1,3.8,-8.2,0.0,5.8,7.1,0.7
20.8,1.4,15.4,i,CCCCNc1c(-c2cccc(Sc3ccc(OC)cc3)c2)nc2ccccn12,-122.2,-354.9,-30.6,-12.2,-0.5,-11.4
12.7,1.8,-2.6,-17.1,Cc1cn(-c2ccccc2)c(C)c1/C=N\Nc1nc(N2CCOCC2)nc(N2CCOCC2)n1,-2.0,-14.1,-0.8,-6.2,-3.6,-1.4
-0.3,5.0,-5.1,-1.4,O=C(NCCc1ccccc1)C1CCC(CNS(=O)(=O)c2ccccc2)CC1 (stereo not drawn),-2.9,-1.6,0.2,-3.3,1.2,12.4
-0.5,32.8*,11.5,2.7,COc1cc(C(=O)c2nccc3cc(OC)c(OC)cc23)c([N+](=O)[O-])cc1OC,6.1,3.6,0.5,8.4,-2.5,48.7*
0.8,-4.2,-13.4,0.2,CN(C)c1ccc(/C=N/Nc2cccc(C(=O)O)c2)cc1,-5.8,-2.5,0.6,1.9,3.9,3.2
-2.5,-2.0,-11.1,-2.5,CN(CC(=O)Nc1ccc(F)cc1)C(=O)Cn1cnc2ccc(Cl)cc2c1=O,-3.3,-7.8,0.0,-3.7,4.1,12.4
8.2,1.5,5.3,-0.5,Cc1ccc(S(=O)(=O)NCC(=O)N(CC(=O)NCc2ccccc2)CC2CCCO2)cc1 (stereo not drawn),-4.1,0.9,-1.0,-1.1,-1.0,0.1
4.8,-2.6,-5.8,-2.0,C=CCOc1ccc(CN(C)CC(=O)Nc2ccc3c(c2)CCC3)cc1,0.3,0.7,-0.3,-12.4,-3.3,7.3
-4.4,0.2,2.5,-0.6,Cc1ccc(NC(=O)CSc2nc3ccccc3c(=O)n2CCCC(=O)NCC2CCCO2)cc1 (stereo not drawn),-3.4,-4.2,-0.1,-2.6,-1.2,8.9
-8.4,2.0,2.2,-0.2,COc1ccc(C(=O)Nc2c(N)nc[nH]c2=O)cc1,-5.2,-7.9,-0.5,5.9,5.4,6.2
6.1,-3.0,3.9,-1.0,CCCCC1Cc2[nH]c(=S)[nH]c(=O)c2C(c2cccc3ccccc23)O1 (stereo not drawn),2.6,13.8,-0.6,6.6,3.6,-0.2
6.5,-0.9,12.0,0.4,O=C(NCc1ccccn1)c1ccc2ccccc2n1,-1.7,-14.9,0.3,1.3,-2.1,3.1
6.7,2.3,-1.2,0.1,COc1ccc(CNC(=O)C2CCN(S(=O)(=O)c3ccc(N4CCCC4=O)cc3)CC2)cc1,-3.0,-5.9,0.4,0.9,-3.7,6.5
-3.4,-0.9,-5.0,2.0,Cc1ccc(C(=O)COC(=O)CCNS(=O)(=O)c2ccccc2F)cc1,-1.0,0.3,-0.3,3.3,2.7,1.9
-5.0,-0.3,13.2,-4.1,COC(=O)c1c(C)oc(C)c1S(=O)(=O)NCc1cccs1,-2.4,0.8,0.1,-5.1,-5.0,-11.8
-5.2,-3.0,-0.8,2.5,COc1cccc(C2NC(=O)N(CCCC(=O)O)C(C)=C2C(=O)OCc2ccccc2)c1 (stereo not drawn),-2.1,-2.3,-0.1,4.5,6.0,3.0
-3.7,1.9,3.3,-0.4,CSc1nnc(C2CCN(CC(=O)Nc3ccccc3N3CCOCC3)CC2)n1C(C)C,0.5,1.6,-0.1,-0.1,6.5,-6.0
-8.5,0.5,7.6,-5.0,C#CCOc1ccc(/C=C2/C(=O)NN(c3ccccc3)C2=O)cc1OC,-4.0,-6.8,-0.2,-6.0,0.0,0.3
-11.5,7.3,-6.3,-23.0,Cc1nc(C(=O)NCCO)cc2c1[nH]c1ccccc12,-39.9,-113.6,8.4,-4.7,-7.2,-9.2
6.8,3.3,-6.7,0.6,CC(C)Oc1cccc(C(=O)C2CCCN(C(=O)c3ccc4c(c3)OCO4)C2)c1 (stereo not drawn),-1.1,-2.2,1.1,-7.8,-3.1,-14.2
-1.2,0.4,-0.6,1.1,Cc1c(C(=O)NCCCN2CCOCC2)sc2nc(-c3ccccc3)cn12,-0.7,-11.0,-0.1,-4.9,-6.7,5.4
0.9,-1.2,-15.3,2.8,Cc1csc2ncnc(N3CCN(C(=S)Nc4ccc(C(F)(F)F)cc4)CC3)c12,0.3,-0.8,-0.6,-0.8,9.6,-5.5
7.0,3.5,12.0,5.4,COc1ccc(CNC(=O)CSc2nc(SC)ns2)cc1,2.6,4.8,-0.5,1.5,3.9,5.7
-7.6,-1.5,8.4,1.1,CCOC(=O)c1c(C)[nH]c(C)c1S(=O)(=O)N(C)CC(=O)N(C)Cc1ccccc1,-0.1,-1.6,0.2,2.2,-4.5,-5.3

7 entries from above in a different format.
ARFGAP1 inh | LEDGF integ inh | ASAP1 GAP inh | PLC-gamma1 inh | ADAM17 inh | ADAM10 inh | proKLK7 act | Tn6 DDE FP | DDE Tn7 FP inh | TDP2 inh | smiles
-3.4 | -0.9 | -5.0 | 2.0 | -1.0 | 0.3 | -0.3 | 3.3 | 2.7 | 1.9 | Cc1ccc(C(=O)COC(=O)CCNS(=O)(=O)c2ccccc2F)cc1
-5.0 | -0.3 | 13.2 | -4.1 | -2.4 | 0.8 | 0.1 | -5.1 | -5.0 | -11.8 | COC(=O)c1c(C)oc(C)c1S(=O)(=O)NCc1cccs1
-5.2 | -3.0 | -0.8 | 2.5 | -2.1 | -2.3 | -0.1 | 4.5 | 6.0 | 3.0 | COc1cccc(C2NC(=O)N(CCCC(=O)O)C(C)=C2C(=O)OCc2ccccc2)c1 (stereo not drawn)
-3.7 | 1.9 | 3.3 | -0.4 | 0.5 | 1.6 | -0.1 | -0.1 | 6.5 | -6.0 | CSc1nnc(C2CCN(CC(=O)Nc3ccccc3N3CCOCC3)CC2)n1C(C)C
-8.5 | 0.5 | 7.6 | -5.0 | -4.0 | -6.8 | -0.2 | -6.0 | 0.0 | 0.3 | C#CCOc1ccc(/C=C2/C(=O)NN(c3ccccc3)C2=O)cc1OC
-11.5 | 7.3 | -6.3 | -23.0 | -39.9 | -113.6 | 8.4 | -4.7 | -7.2 | -9.2 | Cc1nc(C(=O)NCCO)cc2c1[nH]c1ccccc12
6.8 | 3.3 | -6.7 | 0.6 | -1.1 | -2.2 | 1.1 | -7.8 | -3.1 | -14.2 | CC(C)Oc1cccc(C(=O)C2CCCN(C(=O)c3ccc4c(c3)OCO4)C2)c1 (stereo not drawn)

Additional compounds follow.
ARFGAP1 inh,LEDGF integ inh,ASAP1 GAP inh,PLC-gamma1 inh,smiles,ADAM17 inh,ADAM10 inh,proKLK7 act,Tn6 DDE FP,DDE Tn7 FP inh,TDP2 inh
-0.9,-3.2,-0.8,0.9,COc1ccc(-c2[nH]ncc2Oc2ccccc2OC)c(O)c1,5.2,8.0,-0.2,2.3,-2.6,3.0
8.2,-2.7,0.0,3.5,CN(C1CCCCC1)S(=O)(=O)c1ccc2c(c1)CCC(=O)N2,-4.0,-11.0,-0.3,-11.1,-5.1,-3.7
14.7,-2.5,6.9,-2.7,Cc1cc(C)c2cc(CN(Cc3cccs3)Cc3nnnn3CC3CCCO3)c(=O)[nH]c2c1 (stereo not drawn),-2.4,-4.8,0.4,-8.4,-1.4,4.8
-8.8,-1.5,-0.4,-0.5,O=C(NNC(=O)c1ccc(SCC2CCCO2)c([N+](=O)[O-])c1)c1ccc(F)cc1 (stereo not drawn),-3.6,-1.4,0.1,5.3,5.1,5.6
-8.7,-0.2,2.5,-1.7,COc1ccccc1-c1ccc(=O)n(CC(=O)NC(C)(C)C)n1,-2.5,-7.0,-0.2,4.7,-8.7,11.0
1.4,2.3,-7.0,-0.1,Cc1nn(-c2ccccc2)c(Cl)c1/C=N/Nc1ccc(S(=O)(=O)Nc2ccccc2C(=O)O)cc1[N+](=O)[O-],-2.9,5.5,-0.1,-10.0,1.5,3.0
6.2,-0.7,-9.7,0.6,CCCn1c(CN2CCN(C(=O)c3ccco3)CC2)nc2c1c(=O)n(C)c(=O)n2C,-4.3,-4.8,-0.7,5.6,3.6,3.2
9.7,-2.1,8.9,-4.8,COc1ccc(/C=C/C(=O)c2ccc(C(=O)/C=C/c3ccc(OC)c(OC)c3)cc2)cc1OC,-2.3,2.6,-9.3,-6.4,-2.2,16.4
3.7,1.3,7.7,-139.8,NC(Cc1ccc(F)cc1)c1csc(Nc2ccc(C(=O)c3ccccc3)cc2)n1 (stereo not drawn),-8.1,-30.9,-2.7,-3.3,-1.2,-3.0
11.0,2.6,15.0,1.5,O=C(COC(=O)[C@H](Cc1c[nH]c2ccccc12)NC(=O)c1cccs1)NCc1ccccc1,4.5,6.3,-0.2,-4.2,-1.9,-5.4
-1.8,-1.6,10.8,-2.0,COc1cc(Br)c(Br)c(Br)c1N,-0.3,-2.0,0.2,9.5,5.6,-4.9
17.0,-3.4,1.8,-2.5,COCC(=O)N1CCC(Oc2ccc(C(=O)NC(C)c3nccs3)cc2)CC1 (stereo not drawn),-2.7,-1.9,-0.6,1.2,1.8,-4.3
1.5,1.3,4.3,0.7,COc1ccccc1C(c1nnnn1C(C)(C)C)N1CCN(C(=O)c2ccco2)CC1 (stereo not drawn),0.5,6.8,0.2,-1.5,-8.7,7.3
.,5.6,.,0.7,CCOC(=O)[C@@]12CCCC3=C1N(CCC3)C(=O)[C@H]2CC(=O)NCCc1ccccc1OC,-3.2,-11.8,0.6,4.0,-0.4,3.7
1.5,-0.1,16.2,0.7,CN(C)C(CNC(=O)c1cccc(S(=O)(=O)N(C)C)c1)c1ccccc1 (stereo not drawn),-2.4,0.8,0.6,-3.2,-0.4,4.5
5.2,3.3,-4.0,-0.8,Cc1ccc(C2CC(c3ccccc3)=NN2C(=O)CSc2nnc(-c3ccncc3)n2C)o1 (stereo not drawn),-3.4,-6.1,0.2,0.5,3.2,-0.6
-2.6,-3.4,-1.0,4.0,Cc1ccc(S(=O)(=O)N2c3ccccc3-c3c(ssc3=S)C2(C)C)cc1,1.5,10.1,-0.4,0.0,9.8,-7.0
4.7,-3.5,-6.5,1.0,COc1cc(Cl)c(C)cc1NC(=O)COC(=O)c1cc(SC)ccc1Cl,-5.8,2.0,-0.3,-4.3,2.4,-13.5
2.0,10.8,-7.8,9.5*,Cc1cccc(NC(=O)C(=O)NCC2CCCN2S(=O)(=O)c2cccs2)c1 (stereo not drawn),7.3,2.6,0.0,1.7,0.4,-17.2
